TEAD-YAP block = TEAD-YAP interaction inhibition; HEK-TIYL cells, TEAD-Gal4/YAP UAS-luciferase luminescence; inhibition, % at 9.12 µM; 640,000 compounds, 1.4% hits; in the data active = inhibition above about 32%;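 also: 0% = median of test compound wells and 100% = reference inhibitor wells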
FBW7 activator = human FBW7 E3 ligase activation, primary screen. Q969H0. AlphaScreen FBW7–phospho-cyclin E peptide binding, activator screen. normalized activity (activation), % at 26.1 µM. 650,000 compounds, 0.13% hits; in the data active = normalized activity above about 1.9%;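 also: purified mutant Fbw7 with reduced substrate affinity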
GPR151 activ = activates the human receptor GPR151; 650,000 compounds, 1% hits; activation, % at 11.2 µM; Q8TDV0; PathHunter beta-arrestin GPR151 cells, luminescence; in the data active = activation above about 4.9%;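 also: 0% = median of compound wells and 100% = cells with positive control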
Target sequence (Q8TDV0 whole entry, looked up): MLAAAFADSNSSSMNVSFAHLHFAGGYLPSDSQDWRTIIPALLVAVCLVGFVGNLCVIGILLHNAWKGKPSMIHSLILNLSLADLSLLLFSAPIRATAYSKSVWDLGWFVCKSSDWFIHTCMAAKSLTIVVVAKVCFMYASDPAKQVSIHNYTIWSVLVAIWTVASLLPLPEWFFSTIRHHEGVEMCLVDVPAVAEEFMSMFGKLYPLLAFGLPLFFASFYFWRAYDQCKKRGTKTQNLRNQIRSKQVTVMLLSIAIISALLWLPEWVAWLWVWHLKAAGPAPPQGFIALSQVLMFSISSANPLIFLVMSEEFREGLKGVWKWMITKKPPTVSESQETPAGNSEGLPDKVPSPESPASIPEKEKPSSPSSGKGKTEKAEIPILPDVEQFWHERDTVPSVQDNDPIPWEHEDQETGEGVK
MITF primary = blocks human microphthalmia-associated transcription factor | 650,000 compounds, 0.91% hits | inhibition, % at 2.6 µM | AlphaScreen MITF homodimerization, bead proximity signal | O75030; in the data active = inhibition above about 50%;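 also: 0% = vehicle wells with protein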
Target sequence (O75030 whole entry, looked up): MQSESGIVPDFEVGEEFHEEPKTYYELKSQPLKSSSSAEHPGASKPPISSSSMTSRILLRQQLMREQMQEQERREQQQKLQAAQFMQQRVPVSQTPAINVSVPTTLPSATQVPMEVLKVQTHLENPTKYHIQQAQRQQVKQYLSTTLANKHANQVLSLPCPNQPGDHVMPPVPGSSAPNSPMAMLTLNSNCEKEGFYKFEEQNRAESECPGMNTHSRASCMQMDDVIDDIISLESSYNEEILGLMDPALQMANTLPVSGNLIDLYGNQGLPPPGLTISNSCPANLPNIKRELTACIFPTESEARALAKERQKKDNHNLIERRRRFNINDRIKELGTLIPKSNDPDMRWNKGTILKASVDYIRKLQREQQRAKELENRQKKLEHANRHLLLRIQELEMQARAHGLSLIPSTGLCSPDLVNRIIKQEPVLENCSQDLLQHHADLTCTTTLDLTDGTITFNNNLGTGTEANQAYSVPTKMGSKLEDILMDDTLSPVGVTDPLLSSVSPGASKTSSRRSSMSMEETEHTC
* = called active by the depositor; & = joins results of further samples.

SMILES	TEAD-YAP block	FBW7 activator	GPR151 activ	MITF primary
COc1cc(Nc2cc(Nc3ccc(N4CCOCC4)cc3)ncn2)cc(OC)c1OC	-8.3&-26.8	-0.2&-0.4	-2.5&0.0	-2.8&3.0
Cc1cccc(N2CCN(Cn3ncn(C)c3=S)CC2)c1C	-5.0	-0.2	-0.9	-4.3
O=C(NCCO)c1cc2ccccc2cc1O	0.4	0.0	0.4	-2.7
NC(=O)c1ccc(-c2nccc(NCCO)n2)cc1	2.5	0.0	0.5	-14.2
O=[N+]([O-])c1c(Nc2ccccc2O)ccc2nonc12	1.6	-0.2	1.2	-6.8
N#Cc1ccc(/C=N/Nc2ccc(F)cc2)cc1	14.2	-0.1	-0.4	-4.9
O=C(C1CCCC1)N(c1ccccc1)C1C=CS(=O)(=O)C1 (stereo not drawn)	-12.1	0.4	-0.4	-17.7
O=C(CCS(=O)(=O)c1cccc2nonc12)Nc1ccccc1F	-9.0	-0.1	0.3	-34.9
C=CCOc1nc2cc3c(cc2cc1CNCc1cnn(C)c1)CCC3	-21.4	-0.1	-0.6	-3.3
CCN(c1ccc(OC)cc1)S(=O)(=O)c1cc2c(cc1Cl)NC(=O)CO2	-1.8	-0.1	1.6	-5.6
Cc1ccc(S(=O)(=O)/N=C2/C=C(Sc3ncn[nH]3)C(=O)c3ccccc32)cc1	98.1*	0.3	-0.7	-5.8
CCOc1ccccc1NC(=O)c1sc2nc(C)nc(N3CCC(C)CC3)c2c1C	-6.4	0.0	0.4	23.9
COC(=O)c1ccccc1Oc1ccc(NC(=O)CCCl)cc1	-0.2	0.0	-0.9	-2.8
c1ccc(CNc2cc(Nc3cccnc3)ncn2)cc1	-10.4	-0.1	1.5	0.2
CCS(=O)(=O)N1CCC(N2CCN(c3ccccc3)CC2)CC1	2.9	-0.1	-1.2	11.4
CCOCCn1c(=O)c2c(nc3n(-c4ccccc4)c(C)cn23)n(C)c1=O	5.4	0.1	1.6	8.5
Cc1ccc(S(=O)(=O)NC(Cc2ccccc2)C(=O)Nc2nccs2)cc1 (stereo not drawn)	17.4	-0.2	0.0	-13.4
Cc1ccc(C(=O)Nc2ccccc2Cl)cc1	-30.2	-0.1	-6.3	-7.3
O=C(CC1C(=O)NCCN1Cc1ccc(F)cc1)NCc1cnc2ccccn12 (stereo not drawn)	2.4	0.1	1.3	6.8
CCOC(=O)c1ccccc1NC(=O)c1sc(NC(=O)COc2ccc(Cl)cc2Cl)c(C(=O)OCC)c1C	3.7	-0.1	1.3	3.8
CCCCOc1ccc(C2=N/C(=C\c3cccc4ccccc34)C(=O)O2)cc1	-6.1	0.0	4.1	-2.9
O=C(CSc1nc2sc3c(c2c(=O)[nH]1)CCCC3)NCCCO	-7.7	0.1	0.0	-2.7
CCOc1cc(/C=N\NC(=O)c2ccccc2N)ccc1OCc1ccc([N+](=O)[O-])cc1	-48.3	0.1	0.4	7.7
O=C(Nc1ccc2c(c1)oc1ccccc12)c1cc(Br)ccc1Cl	-44.0	1.3	0.5	14.1
CCC1CCc2c(sc3nc(SCC(=O)Nc4c(C)cccc4C)n(-c4ccccc4)c(=O)c23)C1 (stereo not drawn)	1.1	-0.1	8.1*	26.8

Continued (2 carried over from the part before).
SMILES	TEAD-YAP block	FBW7 activator	GPR151 activ	MITF primary
O=C(Nc1ccc2c(c1)oc1ccccc12)c1cc(Br)ccc1Cl	-44.0	1.3	0.5	14.1
CCC1CCc2c(sc3nc(SCC(=O)Nc4c(C)cccc4C)n(-c4ccccc4)c(=O)c23)C1 (stereo not drawn)	1.1	-0.1	8.1*	26.8
c1ccc2c(c1)nc(N1CCOCC1)c1nccn12	-9.0	0.2	0.4	7.2
COc1cccc(CC2(CO)CCN(C3CCN(Cc4ccccc4)CC3)CC2)c1	13.0	0.1	1.2	-17.2
COc1ccccc1CNS(=O)(=O)c1ccc(-n2cnnn2)c(C)c1	1.8	0.1	2.0	18.8
O=[N+]([O-])c1ccc(C(O)CNCCCN2CCOCC2)cc1 (stereo not drawn)	11.6	-0.1	7.0*	-1.3
C=CCC(O)(CC=C)C(C)NC(=O)CCC1(Cc2ccc(Cl)cc2)CCC(=O)N1 (stereo not drawn)	7.9	0.2	0.4	10.3
CC1=[N+](CC(=O)c2ccc(Br)cc2)CCn2cccc21	-19.4	0.0	0.5	2.9
COCc1ccc(CN2CCCC(c3[nH]ncc3-c3cccc(C)c3)C2)o1 (stereo not drawn)	7.8	-0.3	0.0	3.9
Cc1nc(C)c(CCNS(=O)(=O)c2ccc(I)cc2)s1	-0.3	-0.1	2.1	-8.7
Cn1c(=O)c2c(nc(NCc3ccccc3)n2Cc2ccc(Cl)cc2Cl)n(C)c1=O	3.8	0.0	-1.4	0.7
Cc1ccnc(SCC(=O)Nc2ccccc2Cl)n1	-10.1	0.0	1.0	6.5
Nc1c(C(=O)c2ccccc2)c(-c2ccccc2)nc2nonc12	13.2	0.1	-0.2	2.9
COc1ccc2c(c1)OC(C)CN(CCC(=O)NCCSc1nccn1C)C2 (stereo not drawn)	7.4	-0.1	2.1	-2.7
O=C(Nc1ccccc1C(=O)N1CCOCC1)c1ccc(F)cc1	-5.7	-0.1	-1.8	-3.4
CCN(CC)CCN1C(=O)C(O)=C(C(=O)/C=C/c2ccccc2)C1c1ccccc1F (stereo not drawn)	3.9	0.2	0.2	-0.6
CC(=O)N1CCN(C(=O)CC2C(=O)NCCN2CC2CCCCC2)CC1 (stereo not drawn)	-1.6	0.8	0.3	4.7
CCN1C(=O)c2ccc(C(=O)Nc3cc(C)on3)cc2C1=O	-11.1	0.0	-0.3	13.4
Nc1ccc2oc(-c3cccnc3)nc2c1	-32.1	-0.1	-3.4	-0.4
CCOc1ccccc1NC(=O)Cc1cn(C)c2ccccc12	-4.1	-0.5	0.7	0.7
O=C(CCc1ccccc1)Nc1nnc(SCC(=O)NC2CCCC2)s1	-1.7	0.0	-0.5	-20.8
O=C(O)CN1C(=O)SC(CC(=O)Nc2nccs2)C1=O (stereo not drawn)	-1.6	-0.1	-0.9	7.7
CC(=O)NC1(c2ccccc2)CCN(CC(=O)N2CCCC2)CC1	2.1	0.3	1.1	1.4
COc1cc(C2(C#N)CCCC2)ccc1O	6.2	0.1	-0.4	8.9
Cc1ccccc1NS(=O)(=O)c1c[nH]c(=O)[nH]c1=O	9.9	0.1	-1.6	4.8
Cc1cc(NCCO)nc(-c2ccc(N3CCN(C)CC3)cc2)n1	0.0	0.1	2.2	8.1
CCOc1ccc2c(c1)NC(C)(C)c1ssc(=Nc3ccccc3)c1-2	-0.3	-0.4	1.1	27.6

An excerpt taken from the entries so far:
SMILES	TEAD-YAP block	FBW7 activator	GPR151 activ	MITF primary
COc1cc(Nc2cc(Nc3ccc(N4CCOCC4)cc3)ncn2)cc(OC)c1OC	-8.3&-26.8	-0.2&-0.4	-2.5&0.0	-2.8&3.0
Cc1cccc(N2CCN(Cn3ncn(C)c3=S)CC2)c1C	-5.0	-0.2	-0.9	-4.3
O=C(NCCO)c1cc2ccccc2cc1O	0.4	0.0	0.4	-2.7
NC(=O)c1ccc(-c2nccc(NCCO)n2)cc1	2.5	0.0	0.5	-14.2
O=[N+]([O-])c1c(Nc2ccccc2O)ccc2nonc12	1.6	-0.2	1.2	-6.8
N#Cc1ccc(/C=N/Nc2ccc(F)cc2)cc1	14.2	-0.1	-0.4	-4.9
O=C(C1CCCC1)N(c1ccccc1)C1C=CS(=O)(=O)C1 (stereo not drawn)	-12.1	0.4	-0.4	-17.7
O=C(CCS(=O)(=O)c1cccc2nonc12)Nc1ccccc1F	-9.0	-0.1	0.3	-34.9
C=CCOc1nc2cc3c(cc2cc1CNCc1cnn(C)c1)CCC3	-21.4	-0.1	-0.6	-3.3
CCN(c1ccc(OC)cc1)S(=O)(=O)c1cc2c(cc1Cl)NC(=O)CO2	-1.8	-0.1	1.6	-5.6
Cc1ccc(S(=O)(=O)/N=C2/C=C(Sc3ncn[nH]3)C(=O)c3ccccc32)cc1	98.1*	0.3	-0.7	-5.8
CCOc1ccccc1NC(=O)c1sc2nc(C)nc(N3CCC(C)CC3)c2c1C	-6.4	0.0	0.4	23.9
COC(=O)c1ccccc1Oc1ccc(NC(=O)CCCl)cc1	-0.2	0.0	-0.9	-2.8
c1ccc(CNc2cc(Nc3cccnc3)ncn2)cc1	-10.4	-0.1	1.5	0.2
CCS(=O)(=O)N1CCC(N2CCN(c3ccccc3)CC2)CC1	2.9	-0.1	-1.2	11.4
CCOCCn1c(=O)c2c(nc3n(-c4ccccc4)c(C)cn23)n(C)c1=O	5.4	0.1	1.6	8.5
Cc1ccc(S(=O)(=O)NC(Cc2ccccc2)C(=O)Nc2nccs2)cc1 (stereo not drawn)	17.4	-0.2	0.0	-13.4
Cc1ccc(C(=O)Nc2ccccc2Cl)cc1	-30.2	-0.1	-6.3	-7.3

Later entries:
SMILES	TEAD-YAP block	FBW7 activator	GPR151 activ	MITF primary
O=C(NC(=O)C(F)(F)F)Nc1ccc2c(c1)OCCO2	5.4	0.3	-0.1	22.1
Cc1cc(C)nc(NC(=O)c2ccc([N+](=O)[O-])cc2)n1	-2.4	0.1	1.2	-12.4
CCn1ncc(CNC(=O)CCSc2nc(-c3ccco3)cc(C(F)(F)F)n2)c1C	2.1	0.1	0.2	-7.7
O=c1oc2ccc(Br)cc2cc1-c1csc(Nc2cccc(F)c2)n1	1.8	0.1	1.0	0.9
O=c1c2ccccc2nc(/C=C/c2cccc(Br)c2)n1CCCO	1.8	-0.1	0.4	-1.8
O=C(Nc1ccc2oc(-c3ccc(F)cc3)nc2c1)c1ccco1	-66.6	0.0	-1.8	-7.1
COc1ccc(/C=N/NC(=O)CSc2ccccc2C)cc1	-2.1	0.0	1.0	-9.0
O=C(CSc1nnc(Cc2cc(=O)[nH]c(=O)[nH]2)n1-c1ccccc1)N1CCCCCC1	-9.0	1.4	-0.9	22.5
O=C(N/N=C/c1ccc(I)cc1)c1cccc(Cl)c1	-30.8	0.2	-1.6	7.5
CC(C)(C)C(=O)Nc1cc(C(=O)Nc2ccc(C(=O)O)cc2)cc(C(=O)Nc2ccc(C(=O)O)cc2)c1	4.8	1.0	-0.4	10.1
CC(=O)Nc1ccc(Nc2nc(Nc3nccc4ccccc34)nc3c2ncn3CCN2CCCC2=O)cc1	-3.3	0.2	-0.2	35.0
CCNc1nc(NC2CCN(Cc3ccccc3)CC2)c2ncn(C3CCCCC3)c2n1	3.5	-0.2	2.3	-2.3
Cc1c(Cl)cccc1NC(=O)C(=O)NCCCN1CCOCC1	-0.8	0.0	-2.4	-11.1
Cc1ccc(-c2ccc(C=C3C(=O)NC(=O)NC3=O)o2)c([N+](=O)[O-])c1	3.4	-0.1	0.6	-1.0
CCOc1ccc(C2Nn3c(C)nnc3SC2C(=O)Nc2ccc(Cl)cc2)cc1 (stereo not drawn)	-0.6	-0.1	-0.7	-13.5
O=C(O)CCN1C(=O)C(=O)/C(=C(\O)c2ccc(Cl)cc2)C1c1ccc(Cl)cc1Cl (stereo not drawn)	-8.0	0.0	1.4	-9.3
Cc1ccc(N(C)C2=NC(=O)CS2)cc1Cl	-1.2	0.1	-0.3	5.1
COC(=O)c1c(N2C(=O)CC(Sc3ccccc3C(=O)O)C2=O)sc2c1CCCC2 (stereo not drawn)	9.6	0.0	-1.0	22.1
COc1ccc(CNC(=O)c2c(OC)cc(=O)n3c2CCN(C(=O)C2CCC2)CC3)cc1	-9.8	0.1	2.2	-5.2
CCCCN(C)c1nc(C)nc2c1sc1nc3c(cc12)COC(C)(C)C3	-3.8	-0.1	2.2	8.2
Cc1ccccc1-n1c(=S)sc2c(=O)n(-c3ccccc3F)c(SCC(=O)C(C)(C)C)nc21	-3.6	-0.3	-0.6	4.0
O=C(COC(=O)/C=C/c1ccc2ccccc2n1)Nc1ccc(F)c([N+](=O)[O-])c1	-3.3	-0.2	-0.5	-5.7
COc1ccc(C(=O)N2CCC(c3nc(-c4ccnnc4)no3)CC2)cc1OC	-0.9	0.0	2.0	10.2
CCOC(=O)c1sc2nc(C)n(CC(=O)Nc3ccc(F)c(Cl)c3)c(=O)c2c1C	4.7	-0.1	-1.5	-0.2
COc1c(C)cc(S(=O)(=O)N2CC(C)OC(C)C2)c(C)c1C (stereo not drawn)	6.5	0.5	0.6	9.5

Additional entries follow:
SMILES	TEAD-YAP block	FBW7 activator	GPR151 activ	MITF primary
CCOC(=O)c1c(NC(=O)c2ccc(I)cc2)sc2c1CCCC2	6.7	-0.1	-0.5	20.6
CC(=O)N1CCc2c(sc(NC(=O)c3cc4c(ccc5ccccc54)oc3=O)c2C#N)C1	-2.2	0.0	0.4	3.5
COc1ccc(C(=O)Cc2cc3cccc(OC)c3oc2=O)cc1	-4.7	0.1	0.1	6.5
O=C(NC1CCCC1)c1ccc(-n2nnc3ccccc3c2=O)cc1	4.1	0.0	-1.4	5.7
CCC[C@H]1C[C@H]1C(=O)N1CC(=O)N(c2ccc(OC)cc2)C(C)(C)C1	-3.6	-0.1	0.5	-16.4
O=C1N[C@H](Cc2ccc(O)cc2)C(=O)N2CCNC[C@H]12	5.4	0.1	-0.3	19.5
